Bioassay records as filed in PubChem.
PI4K2A block: qHTS for small molecular inhibitors of PI4K2A; Phosphatidylinositol 4-kinase type 2-alpha (Homo sapiens), Q9BTU6; purified PI4K2A, ADP-Glo luminescence, 1 h; hits give low values; activity change, negative = inhibition, % at 76.9 µM; 420,000 tested, 0.13% active; in the data active = activity change below about -50%;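 note: -100% = wells without enzyme as full effect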
Target sequence (Q9BTU6 whole entry, looked up): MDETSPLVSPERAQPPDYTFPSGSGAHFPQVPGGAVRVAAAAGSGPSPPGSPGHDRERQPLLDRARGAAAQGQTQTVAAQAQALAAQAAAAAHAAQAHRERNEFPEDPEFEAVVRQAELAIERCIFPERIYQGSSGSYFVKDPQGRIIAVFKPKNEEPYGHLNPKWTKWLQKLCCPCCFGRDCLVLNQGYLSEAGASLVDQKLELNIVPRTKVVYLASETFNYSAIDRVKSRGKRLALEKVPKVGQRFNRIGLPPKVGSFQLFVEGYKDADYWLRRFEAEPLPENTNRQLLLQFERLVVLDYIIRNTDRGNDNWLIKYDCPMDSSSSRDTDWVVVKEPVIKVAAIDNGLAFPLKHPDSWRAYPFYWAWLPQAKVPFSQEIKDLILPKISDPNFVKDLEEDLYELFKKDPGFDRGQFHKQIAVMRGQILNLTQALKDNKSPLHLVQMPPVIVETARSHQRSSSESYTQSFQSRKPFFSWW
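Compounds are screened against recombinant PI4K2A using PI as substrate and ATP, the latter dispensed at 300 microM. Reactions run one hour at ambient temperature before ADP-Glo detection; full inhibition defined by wells lacking enzyme.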
Active calls of the source: *. These rows are one share of the data; rates above refer to the full screens.

canonical_smiles	PI4K2A block
O=C(Cc1ccc(Cl)c(Cl)c1)Nc1ccc(S(=O)(=O)Nc2ccon2)cc1	-2.2
COC(=O)[C@]12C[C@H](CC(=O)NCCCCc3ccccc3)C(=O)N(Cc3ccco3)C1=C[C@H](COCc1ccccc1)O[C@@H]2C	-5.2
N#Cc1cccc(NC(=O)OC2CC3CC2[C@H]2CCCCN2C3)c1 (stereo partly specified)	-3.7
Cc1ccc(S(=O)(=O)N2CC3C(=O)CC(c4ccccc4)N(S(=O)(=O)c4ccc(C)cc4)C3CC2c2cccc(Cl)c2)cc1 (stereo unspecified)	1.9
O=C(CCn1nnc2ccccc21)N1CCN(c2cccc(C(F)(F)F)c2)CC1	-7.4
COC(=O)[C@H](CC1(c2cn(S(=O)(=O)CC[Si](C)(C)C)c3ccccc23)C(=O)Nc2ccccc21)NC(=O)OC(C)(C)C (stereo partly specified)	0.7
COC(=O)[C@@]12C[C@@H](CC(=O)N3CCCC3)C(=O)N(Cc3ccccc3)C1=CCC(C)(C)C2	3.4
C=CCN1C(=O)[C@@H](CC(=O)N2CCCCC2)[C@]2(C(=O)OCC)CCCCC/C=C/12	3.3
CC(=O)CC[C@H]1CC[C@]2(CCCN(C(=O)c3ccno3)C2)O1	2.0
COc1ccc(/C(C)=N\NC(=O)c2ccco2)cc1	-4.5
Cc1ccc(-n2c(COc3ccccc3)nnc2SCC(=O)Nc2ccccc2-c2ccccc2)cc1	-1.7
CCCCCN1CCCCC(NC(=O)c2c(F)cccc2F)C1=O (stereo unspecified)	6.9
CCCCCN1CCCCC(NC(=O)c2ccc(F)c(F)c2)C1=O (stereo unspecified)	-1.7
CC(C)n1nnnc1C1c2ccccc2OCC(=O)N1Cc1cccc(C(F)(F)F)c1 (stereo unspecified)	-3.9
Cc1ccc(-n2c(SCC(=O)Nc3ccc(S(=O)(=O)Nc4cc(C)nc(C)n4)cc3)nnc2-c2cccs2)cc1	-5.1
CCN(C[C@H]1[C@@H](c2ccc(C3=CCCC3)cc2)[C@H](CO)N1C(=O)c1cccnc1)S(=O)(=O)c1ccccc1[N+](=O)[O-]	4.4
COc1ccc(-n2c(SCC(=O)Nc3cc(C)c(NC(=O)c4ccccc4)cc3OC)nnc2-c2ccco2)cc1	-3.9
O=C(CCCl)NC1CCCCN(Cc2ccc(OC(F)(F)F)cc2)C1=O (stereo unspecified)	-3.2
COc1ccc(COC[C@H](C)N2C[C@@H](C)[C@H](CN(C)S(=O)(=O)c3ccc(F)cc3)OCCCC[C@H](C)Oc3ccc(NC(=O)Nc4ccccc4)cc3C2=O)cc1	3.5
CCCCCCCCN1C(=O)[C@H](CC(=O)NCCC(C)C)C[C@@]2(C(=O)OC)CC(C)(C)CC=C12	-3.4
CCN(CC)C(=O)CC[C@H]1CC[C@]2(CCCN(Cc3nccs3)C2)O1	-0.2
COC(=O)[C@]1(C)CN(C(=O)OC(C)(C)C)C2=C1C(=O)C[C@@](C)(C(=O)OC(C)(C)C)C2	-1.8
O=S1(=O)c2ccc(N3CCCC3)cc2Oc2ccccc2CN1Cc1cn(Cc2ccc(F)cc2)nn1	0.8
CNS(=O)(=O)/C=C/c1ccccc1CCNC(=O)OC(C)(C)C	-3.5
CC(C)C(=O)N1CC[C@H]2[C@H](CCCN2Cc2cc(F)cc(F)c2)C1	-1.1
COc1ccc2c(c1)CN1CN(CCc3ccccc3)S(=O)(=O)CC21 (stereo unspecified)	-1.5
CCC(NC(=O)c1ccc2c(ccn2Cc2cccc(-c3ccc(C(=O)O)cc3)c2)c1)c1ccccc1 (stereo unspecified)	-0.2
NC(=O)c1ccccc1-c1noc(-c2ccccc2F)n1	-3.3
CCCC(=O)OC12CCCN(C1)/C(=C/c1cccc(OC)c1)C2 (stereo unspecified)	3.5
CC(C)(C)NC(=O)C(c1ccc(-c2ccccc2)cc1)n1c(=O)c(-c2ccccc2)nc2ccccc21 (stereo unspecified)	-4.6
O=C(/C=C1\OCc2cc(OCc3ccccc3)ccc21)OCc1ccccc1	-11.3
COC(=O)C[C@H]1C=C[C@H](NC(=O)C2CCOCC2)[C@@H](CO)O1	-1.4
Nc1nc2ccccc2n1Cc1ccc(F)cc1	0.8
c1ccc(-c2nn(Cc3ncco3)c3ccccc23)cc1	2.1
COc1cc(NC(=O)C2CCCN(S(=O)(=O)c3ccc(Cl)s3)C2)cc(OC)c1 (stereo unspecified)	-4.0
CCOc1ccc(N(CC(=O)Nc2c(C)n(C)n(-c3ccccc3)c2=O)S(=O)(=O)c2ccc(C)c(C)c2)cc1	0.9
COC(=O)C[C@@H]1OC[C@H](C(C)C)N1S(=O)(=O)c1ccc(C)cc1	-1.5
Cc1cc(N2CCN(C(=O)Oc3ccc(-c4ccccc4)cn3)CC2)c2ccccc2n1	-0.8
CCOC(=O)[C@]12CCCC3=C1N(CCC3)C(=O)[C@@H](CC(=O)NCCCN1CCCC1=O)C2	-4.0
CC(C)CN1C(=O)[C@@]2(CC(=O)N(C)C2c2ccccc2)c2cc(-n3cc(CO)nn3)ccc21 (stereo partly specified)	-6.0
COC1=CC(=O)OC(c2ccccc2)C1 (stereo unspecified)	-6.2
CC(C)N1C(=O)c2ccccc2NC(=O)C1C(=O)NCc1cccs1 (stereo unspecified)	-0.1
CCc1ccccc1NC(=O)CSc1nnc(-c2cccs2)o1	-4.0
COC(=O)C[C@@H]1CC[C@@H](NS(=O)(=O)c2cccc(OC)c2)[C@@H](CO)O1	2.2
C=CCOC(=O)Nc1nc(CCNC(=O)OC(C)(C)C)c(C(=O)O)s1	9.3
O=C(NCC(c1ccccc1)c1ccccc1)[C@H](Cc1c[nH]c2ccccc12)NC1(C(=O)NC2CCCCC2)CCN(Cc2ccccc2)CC1	-3.5
Cc1ccccc1CN1CCCCC(NC(=O)c2ccccc2)C1=O (stereo unspecified)	-3.1
COc1ccc(C2C(C(=O)Nc3ccc(F)cc3F)CCC(=O)N2c2ccc(OC)cc2)cc1 (stereo unspecified)	-3.2
O=C1CCC2(CCC(c3ccccc3)CC2)N1CCCO (stereo unspecified)	-1.2
CC(C)CN1C(=O)CN(S(C)(=O)=O)CC1(C)C(=O)NCc1ccccc1 (stereo unspecified)	5.5

(cont.)
canonical_smiles	PI4K2A block
COC(=O)[C@@H]1ON2OCC(C)=C3CCCC[C@@]32[C@H]1C(=O)OC	-2.4
COc1ccc(-c2cc(-c3nnc(SCc4ccc([N+](=O)[O-])cc4)n3N)[nH]n2)cc1	2.0
N#Cc1ccccc1OC[C@@H](O)CN1CCC(C(O)(c2ccccc2)c2ccccc2)CC1	5.2
O=C(NCc1ccc(Cl)cc1)C1CCCN(c2ncccn2)C1 (stereo unspecified)	3.6
O=C(Cc1ccccc1F)Nc1nnc(-c2cccnc2)s1	0.4
O=C(NCCc1ccccc1F)C1C(=O)Nc2ccccc2C(=O)N1C1CCCCC1 (stereo unspecified)	-0.6
CCOC(=O)[C@]12CCCCC/C=C\1N(Cc1ccc(OC)cc1)C(=O)[C@H]2CC(=O)NCC12CC3CC(CC(C3)C1)C2	1.9
CSCCCNC(=O)Cn1nc(Cc2ccncc2)c2ccccc2c1=O	3.0
O=C(NCC(F)(F)F)C1C(=O)Nc2ccccc2C(=O)N1Cc1ccccc1 (stereo unspecified)	-1.0
Cc1cccc(C)c1NC(=O)C(c1ccc(C#N)cc1)n1c(=O)c(-c2ccco2)nc2ccccc21 (stereo unspecified)	-8.0
O=C(NCCc1ccccc1)C1C(=O)Nc2ccccc2C(=O)N1C1CCCCC1 (stereo unspecified)	1.6
COc1ccc(OC)c(S(=O)(=O)N2CCC(C(=O)N3CCN(C4CCCCC4)CC3)CC2)c1	-3.6
O=C(c1ccccc1I)N1CCC(Oc2cccnc2)CC1	-1.2
CC(=O)N[C@@H](CO)C(=O)N[C@@H](CC(=O)O)C(=O)N[C@@H](CCCCN)C(=O)N1CCC[C@H]1C(=O)O	4.1
CCOc1ccc(C(=O)CSc2nnc(SCc3ccc(Cl)cc3)s2)cc1	8.2
Cc1ccc(-n2c(SCC(=O)Nc3ccc(S(=O)(=O)Nc4cc(C)nc(C)n4)cc3)nnc2-c2ccc(C(C)(C)C)cc2)cc1	2.6
Cc1ccc(-c2nnc(SCC(=O)Nc3ccc(Oc4ccccc4)cc3)n2Cc2ccco2)cc1	1.5
C[C@@H]1C[C@H]2[C@@H](C)C(=O)N3[C@H](c4ccccc4)[C@H](C)C[C@H]3[C@@H](C)C(=O)N2[C@@H]1c1ccccc1	-1.7
CCN1CCCC1CN (stereo unspecified)	0.0
NC(=O)C1(N2CCCCC2)CCN(CCCN2c3ccccc3CCc3ccc(Cl)cc32)CC1	3.0
CCCCNS(=O)(=O)/C=C/c1cc2c(cc1CNC(=O)OC(C)(C)C)OCO2	-1.0
COC(=O)C[C@H]1CC[C@@H]2[C@@H](COc3ccc(NC(=O)Nc4cccc(C)c4)cc3C(=O)N2C)O1	-5.4
O=C(NC1CCCC1)c1ccc(COc2ccccc2)o1	-1.8

Molecules listed so far containing an aryl methoxy group, in the order listed:
canonical_smiles	PI4K2A block
COc1ccc(/C(C)=N\NC(=O)c2ccco2)cc1	-4.5
COc1ccc(-n2c(SCC(=O)Nc3cc(C)c(NC(=O)c4ccccc4)cc3OC)nnc2-c2ccco2)cc1	-3.9
COc1ccc(COC[C@H](C)N2C[C@@H](C)[C@H](CN(C)S(=O)(=O)c3ccc(F)cc3)OCCCC[C@H](C)Oc3ccc(NC(=O)Nc4ccccc4)cc3C2=O)cc1	3.5
COc1ccc2c(c1)CN1CN(CCc3ccccc3)S(=O)(=O)CC21 (stereo unspecified)	-1.5
CCCC(=O)OC12CCCN(C1)/C(=C/c1cccc(OC)c1)C2 (stereo unspecified)	3.5
COc1cc(NC(=O)C2CCCN(S(=O)(=O)c3ccc(Cl)s3)C2)cc(OC)c1 (stereo unspecified)	-4.0
COC(=O)C[C@@H]1CC[C@@H](NS(=O)(=O)c2cccc(OC)c2)[C@@H](CO)O1	2.2
COc1ccc(C2C(C(=O)Nc3ccc(F)cc3F)CCC(=O)N2c2ccc(OC)cc2)cc1 (stereo unspecified)	-3.2
COc1ccc(-c2cc(-c3nnc(SCc4ccc([N+](=O)[O-])cc4)n3N)[nH]n2)cc1	2.0
CCOC(=O)[C@]12CCCCC/C=C\1N(Cc1ccc(OC)cc1)C(=O)[C@H]2CC(=O)NCC12CC3CC(CC(C3)C1)C2	1.9
COc1ccc(OC)c(S(=O)(=O)N2CCC(C(=O)N3CCN(C4CCCCC4)CC3)CC2)c1	-3.6
